PglD inh = PglD (C. jejuni) enzyme inhibition. inhibition, % at 12.5 µM. 360,000 compounds, 0.098% hits. purified PglD enzyme, DTNB colorimetric CoA detection; in the data active means inhibition above about 16%, passing the limit was not always enough; further: strong numbers were not always called active
PGC1a acetyl inh = lowers PGC1a acetylation signal in U2OS cells; AlphaScreen anti-acetyl-lysine; with virally co-expressed GCN5 acetyltransferase; inhibition, % at 15.6 µM; 350,000 compounds, 0.17% hits; AID 651687;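 active means every replicate shows inhibition of at least 40%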;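 further: 0% = neutral control wells and 100% = positive control wells; some results beyond the cut were filed as inactive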
RAD54 inh = inhibitors of human RAD54 branch migration | 360,000 compounds, 0.14% hits | inhibition, % at 10.4 µM | RAD54 Holliday junction branch migration, FAM/BHQ fluorescence | Q92698 | AID 602329;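 active means mean normalized replicate activity at least 40 and at least half of replicates scoring 40 or more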;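 further: 0% = median of neutral control wells and 100% = median of positive control wells; inhibitors cause a drop in the FAM fluorescence signal; in these data hits start at about 50%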
Cneo AK release = Cryptococcus neoformans lysis via adenylate kinase release. C. neoformans lysis, adenylate kinase release luminescence, 4 h; normalised: neutral wells 0, clomiphene wells 100. lysis activity, % at 15 µM. 360,000 compounds, 0.2% hits. AID 651654;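 active means mean lysis activity across replicates of at least 80%, whatever share of replicates individually reach that level; inactive means mean lysis activity below 80%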
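Test system: log-phase Cryptococcus neoformans yeast cells; Quantity: yeast cell density of 5 × 10^6 cells/mL; Buffer or medium: YPD; Doses: single compound concentration per well; Timing: 4 h at 37 °C static, read 1 h later; Measured by: AK luminescence; Read-out basis: lysis from increased AK signal; Control set: Clomiphene as positive control.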
miR122 inh = miR-122 inhibition in Huh7 cells. Huh7 miR-122 Renilla luciferase sensor, 48 h; neutral wells = 0, positive control = 100. activation (reporter increase), % at 12.5 µM. 340,000 compounds, 0.3% hits. AID 602342;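 active means mean replicate activation score at least 90 and every replicate individually at or above 90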;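 further: higher luciferase means less miR-122 activity so hits act as miR-122 inhibitors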
E-sel inducer = E-selectin induction on HUVECs; HUVEC E-selectin immunofluorescence imaging; normalized: neutral wells 0, TNF-alpha wells 100; activation, % at 7.58 µM; 260,000 compounds, 0.37% hits;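 active means mean E-selectin-positive cell signal at least 10% of the positive control, reached in at least 60% of replicates, without over 20% cell loss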;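 further: in these data hits start at about 27%; measured in HUVEC primary endothelial cells; signal is the percent of cells scored E-selectin positive by PE staining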
Target sequence (P16581 whole entry, looked up): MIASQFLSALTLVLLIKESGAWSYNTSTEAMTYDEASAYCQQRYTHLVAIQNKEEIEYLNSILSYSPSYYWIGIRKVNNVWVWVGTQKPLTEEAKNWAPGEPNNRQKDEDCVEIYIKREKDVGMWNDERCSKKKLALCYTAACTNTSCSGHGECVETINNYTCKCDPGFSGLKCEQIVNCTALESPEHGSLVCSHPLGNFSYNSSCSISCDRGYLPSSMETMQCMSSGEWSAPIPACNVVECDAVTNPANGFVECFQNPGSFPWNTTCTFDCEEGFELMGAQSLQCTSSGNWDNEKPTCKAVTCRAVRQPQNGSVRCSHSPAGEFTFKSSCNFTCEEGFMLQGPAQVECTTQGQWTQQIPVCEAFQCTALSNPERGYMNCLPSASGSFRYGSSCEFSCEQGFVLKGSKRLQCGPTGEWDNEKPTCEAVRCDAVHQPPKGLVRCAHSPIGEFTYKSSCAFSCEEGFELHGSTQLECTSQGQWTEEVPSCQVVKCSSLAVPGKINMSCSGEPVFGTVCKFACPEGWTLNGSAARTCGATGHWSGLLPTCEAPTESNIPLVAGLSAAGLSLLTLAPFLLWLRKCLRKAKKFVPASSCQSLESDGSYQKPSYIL
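Test system – human umbilical vein endothelial cells (HUVEC), E-selectin induction · Input – 3,000 HUVEC seeded per well · Buffer or medium – EGM-2, gelatin · Compound dosing – single-point compound dose · Detection – immunofluorescence imaging · Measure – percent E-selectin-positive cells · Controls – TNF-alpha high, DMSO low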
RAD52 anneal inh = inhibitors of human RAD52 DNA annealing; P43351; recombinant RAD52 DNA annealing, FRET fluorescence; inhibition, % at 18.7 µM; 360,000 compounds, 0.46% hits; AID 651710;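 active means every replicate showing at least 50% inhibition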
Target sequence (P43351 whole entry, looked up): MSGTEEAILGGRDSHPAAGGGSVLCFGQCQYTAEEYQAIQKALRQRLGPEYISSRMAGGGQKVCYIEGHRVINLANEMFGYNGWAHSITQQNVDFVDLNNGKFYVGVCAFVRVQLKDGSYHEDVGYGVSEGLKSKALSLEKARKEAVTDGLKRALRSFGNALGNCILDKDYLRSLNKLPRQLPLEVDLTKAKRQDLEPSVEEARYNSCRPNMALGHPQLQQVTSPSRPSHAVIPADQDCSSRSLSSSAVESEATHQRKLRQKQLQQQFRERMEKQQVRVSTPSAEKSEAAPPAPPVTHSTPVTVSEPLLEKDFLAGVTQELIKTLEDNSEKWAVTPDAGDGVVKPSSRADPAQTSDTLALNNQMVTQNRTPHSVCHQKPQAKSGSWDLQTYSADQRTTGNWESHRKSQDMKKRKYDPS
ERAP1 inh = inhibitors of human ERAP1 aminopeptidase; Q9NZ08; 340,000 compounds, 0.15% hits; recombinant ERAP1, Leu-AMC fluorescence, 60 min; AID 652197; inhibition, % at 10.7 µM;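 active means mean replicate inhibition of at least 30%, or all replicates individually reaching that 30% level; inactive means mean below 30% and not every replicate reaching it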;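 further: 0% = neutral control wells and 100% = L-leucinethiol positive control wells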
An asterisk follows results filed as active; x = not tested or not shown; & = joins results of further samples; [ ] = remark or other dose. These rows are one share of the data (hit frequency here may not be typical).

SMILES	PglD inh	PGC1a acetyl inh	RAD54 inh	Cneo AK release	miR122 inh	E-sel inducer	RAD52 anneal inh	ERAP1 inh
Cc1c(N=Cc2c(O)n(C)c(=O)[nH]c2=O)c(=O)n(-c2ccccc2)n1C	4	6	3	2	-5	0.1	-11	2
COc1ccc(C(=O)C2CCCN(Cc3ccc(C)s3)C2)c(OC)c1 (configuration not stated)	x	-6	x	x	x	0.0	-9	0
Nc1nnc(CCN2CCCCC2)s1	-2	-8	0	1	-4	x	x	x
CC1CCCC(NC(=O)COC(=O)c2cn(C)c3ccccc23)C1C (configuration not stated)	-2	x	11	0	x	x	-9	0
Cc1ccc(C(O)P(=O)(Oc2ccccc2)Oc2ccccc2)cc1 (configuration not stated)	0	-2	-7	1	-5	0.0	-13	-1
Cc1cc(/C=C2\C(=O)NC(=O)N(c3ccc(Br)cc3)C2=O)c(C)n1-c1cc(C(=O)O)cc(C(=O)O)c1	2	x	-11	0	x	0.1	-101	0
O=P(O)(O)COc1ccccc1O	3	2	1	-1	x	x	-5	3
CCCN1CCO[C@@H]2c3cc(O)ccc3OC[C@H]21	7	x	-9	0	2	0.1	0	-2
Cc1ccc(N)c(N)c1	-5	7	-2	-7	-1	x	-12	-4
S=C(NCCc1ccccc1)N1Cc2cc(-c3ccccc3)ccc2-n2nncc2C1	3	-22	-4	1	74	0.1	-5	-3
Nc1ccccc1C(=O)c1ccccc1	-2	-12	2	-1	2	x	-20	x
COc1ccc(OC(=O)N(C)C[C@@H]2OCc3ccccc3-c3c(n(C)c4ccccc34)C(=O)N([C@@H](C)CO)C[C@@H]2C)cc1	x	5	x	x	x	-0.1	19	-1
O=C(O)CCn1cc(C=C2C(=O)NC(=O)NC2=O)c(-c2cc3ccccc3oc2=O)n1	x	13	x	x	3	x	-42	3
C=CCN1C(=O)NC(=O)/C(=C/c2cccn2C)C1=O	-4	3	-14	-2	-2	x	x	x
N/C(=N\[N+](=O)[O-])N1CCN(C(=O)Oc2ccccc2)CC1	-5	13	7	5	2	x	-4	1
O=C(Cc1ccccc1)N1CCN(Cc2cccc(Br)c2)CC1	-4	3	5	1	10	x	-7	1
CN1[C@@H](CO)[C@@H]2c3ccccc3NC[C@@H]21	-3	16	-4	57	14[16.7 µM]	0.1	12	-1
O=C(C(Cc1ccccc1)NS(=O)(=O)c1cccc2nsnc12)N1CCC2(CC1)OCCO2 (configuration not stated)	-5	-5	6	1	-6	x	x	x
CCCc1c(C)nc(SCC(=O)C(C)(C)C)nc1OC(=O)N(C)C	-4	x	-6	-1	-1	x	-6	x
C=CCn1c(O)c(C=Nc2ccc(OC)cc2C)c(=O)[nH]c1=O	4	14	3	-1	-3	x	x	x

Part of the list above in order of count of non-hydrogen atoms, largest number first:
SMILES	PglD inh	PGC1a acetyl inh	RAD54 inh	Cneo AK release	miR122 inh	E-sel inducer	RAD52 anneal inh	ERAP1 inh
O=C(C(Cc1ccccc1)NS(=O)(=O)c1cccc2nsnc12)N1CCC2(CC1)OCCO2 (configuration not stated)	-5	-5	6	1	-6	x	x	x
Cc1c(N=Cc2c(O)n(C)c(=O)[nH]c2=O)c(=O)n(-c2ccccc2)n1C	4	6	3	2	-5	0.1	-11	2
CC1CCCC(NC(=O)COC(=O)c2cn(C)c3ccccc23)C1C (configuration not stated)	-2	x	11	0	x	x	-9	0
CCCc1c(C)nc(SCC(=O)C(C)(C)C)nc1OC(=O)N(C)C	-4	x	-6	-1	-1	x	-6	x
Nc1ccccc1C(=O)c1ccccc1	-2	-12	2	-1	2	x	-20	x

Continued:
SMILES	PglD inh	PGC1a acetyl inh	RAD54 inh	Cneo AK release	miR122 inh	E-sel inducer	RAD52 anneal inh	ERAP1 inh
CN(C)S(=O)(=O)c1cc(C(=O)N2CCC(C(=O)O)(c3ccccc3)CC2)ccc1Cl	1	x	5	-3	x	x	-4	0
NP(=O)(OCC(F)(F)F)Oc1cccc2ccccc12 (configuration not stated)	-4	-10	-12	-1	8	0.3	-9	2
CN1CCC(N(C)c2ncnc3ccc(Br)cc23)CC1	-10	17	10	3	1	x	x	x
Cc1ccc(OC(=O)N(C)C[C@H]2OCc3cnnn3CCCC(=O)N([C@H](C)CO)C[C@H]2C)cc1	0	17	-9	-4	1[16.7 µM]	-0.7&0.0	-2&7	-2
COCc1cc(C2SCC(=O)Nc3c2c(=O)[nH]n3C(C)C)ccc1OC (configuration not stated)	1	-9	0	0	-2	x	x	x
COC(=O)C1=C(c2cccc(NC(C)=O)c2)C[C@@H]2CC[C@H]1N2C	1	12	-6	2	-3	0.3	-3	x
COC(=O)C1=C(c2cc3ccccc3o2)C[C@@H]2CC[C@H]1N2C(=O)NCc1ccc(F)cc1	-3	x	7	3	x	-0.1	6	-5
NC(=O)c1ccc(OCCC(O)N2CC=C(c3ccc(F)cc3)CC2)cc1 (configuration not stated)	3	-5	0	3	8	-2.4	-11	-1
O=C(COc1ccc(Cl)cc1)N1CCN(C/C=C/c2ccccc2)CC1	-2	-1	7	4	8	x	x	x
CC1(C)NC(=S)C(C)(C)N1N=O	0	-17	-1	0	-2	-0.3	-6	-2
COc1cccc(-n2c(C)nc3ccccc3c2=O)c1	3	-1	-8	0	-4	x	x	x
Cc1ccccc1-c1ccc2c(c1)C1c3c(-c4ccccc4)nnn3-c3ccccc3C(=O)N1CC2 (configuration not stated)	5	9	2	3	9	-0.3	-18	x
C=CC12CN(C)[C@@H]3C4CO[C@H](C[C@H]41)[C@]1(C(=O)Nc4ccccc41)[C@@H]32 (some centres not stated)	0	-2	-3	-1	-19	x	-7	1
CCOc1ccc(N2C(=O)CC(=O)NC2=O)cc1	0	7	0	0	-2	-0.1	-332	x
O=c1c2ccccc2nc(-c2ccccc2)n1-c1cccc(O)c1	x	-12	x	x	-4	x	-37	2
O=C(N/N=C/c1c(O)n(C2CCCCC2)c(=S)[nH]c1=O)c1ccccc1	2	-9	8	3	0	x	-63	-2
C[C@H]1CC[C@@]2(C)[C@@H](CC[C@@H]3[C@@H]2CC[C@]2(C)[C@@H](O)CC[C@@H]32)C1	1	-1	9	2	x	0.1	1	x
COC(=O)C1=C(c2ccc3ccccc3c2)C[C@@H]2CC[C@H]1N2C(=O)NCCNC(C)=O	7	4	2	-1	-4	x	x	x
N#CC(C#N)=NNc1ccc(-n2ccc(C(F)(F)F)n2)cc1	-6	8	-7	1	-7	x	5	x
CC(C)Oc1cc(-n2c(=S)[nH]c3ccccc3c2=O)c(Cl)cc1Cl	1	-14	5	6	38	x	x	x

Full records from above. Order of screens: PglD inh | PGC1a acetyl inh | RAD54 inh | Cneo AK release | miR122 inh | E-sel inducer | RAD52 anneal inh | ERAP1 inh
COCc1cc(C2SCC(=O)Nc3c2c(=O)[nH]n3C(C)C)ccc1OC (configuration not stated) as listed: 1 | -9 | 0 | 0 | -2 | x | x | x
NP(=O)(OCC(F)(F)F)Oc1cccc2ccccc12 (configuration not stated) as listed: -4 | -10 | -12 | -1 | 8 | 0.3 | -9 | 2
CN1[C@@H](CO)[C@@H]2c3ccccc3NC[C@@H]21 as listed: -3 | 16 | -4 | 57 | 14[16.7 µM] | 0.1 | 12 | -1

Further compounds:
SMILES	PglD inh	PGC1a acetyl inh	RAD54 inh	Cneo AK release	miR122 inh	E-sel inducer	RAD52 anneal inh	ERAP1 inh
CCCC(C)(COC(N)=O)COC(=O)NC(C)C (configuration not stated)	-4	-7	-10	0	-3	0.0	0	-1
c1ccc(-c2cc(-c3ccccc3)[n+](-c3ccccc3)c(-c3ccccc3)c2)cc1	-2	-2	15	-1	-59	-2.8	4	1
O=C(CCc1ccccc1)N1Cc2cc(-c3cccc(F)c3)ccc2-n2nncc2C1	1	-14	7	0	2	0.0	-2	-3
O=C(Cn1c(=O)c(C(F)(F)F)nc2ccccc21)N1CCC2(CC1)OCCO2	0	-17	4	-1	1	x	-13	0
O=C1NCN(c2ccccc2)C12CCN(C(CCc1ccccc1)c1nnnn1C1CCCCC1)CC2 (configuration not stated)	-2	-31	-1	-9	-3	-1.3	-20	x
O=C1Nc2ccc(Br)cc2C(c2ccc(Cl)cc2)=NC1O (configuration not stated)	-5	17	11	-3	16	x	-11	-4
O=c1[nH]c(O)c(N=Nc2ccc(SC(F)F)cc2)c(=O)[nH]1	-2	17	-18	-4	2	0.0	-115	x
CN1C(=O)C(=Cc2cn(CC#N)c3ccccc23)C(=O)N(C)C1=O	0	3	-5	-2	x	0.3	-176	-3
CCOc1ccc(C2CC(c3c(O)n(C)c(=O)n(C)c3=O)=NN2)cc1 (configuration not stated)	4	9	3	-10	0	0.3	-5	1
COC(=O)C1=C(c2ccc3ccccc3c2)C[C@@H]2CC[C@H]1N2C(=O)NCC1CC1	-1	-3	5	-2	2	-0.1	-17	-2
CC(C)C(=O)N1CCN(CCN=Cc2c(O)n(C)c(=O)n(C)c2=O)CC1	-1	7	-3	-1	x	x	x	x
COc1cc(OC)c(OC)cc1CNCCc1ccc(F)cc1	-2	x	-5	-1	-3	x	-7	6
CN(CC#CCN1CCCC1)C(=O)c1cccc(Cl)c1	4	-2	0	0	-1	-0.1	-19	-2
CC(=O)C1(c2ccccc2)CCNCC1	-2	13	6	0	3	x	x	x
CN(C)CC#CCC(O)(c1ccccc1)C1CCCC1 (configuration not stated)	-3	-1	-8	-4	-6	x	x	x
CC(c1ccccc1)n1cncc1C(=O)N1CCCC1=O (configuration not stated)	5	1	-3	5	-11	x	x	x
Cc1ccsc1C(=O)C1CCCN(Cc2c(C)nn(C(C)C)c2C)C1 (configuration not stated)	2	-6	1	-1	1	x	-8	-6
c1ccc2c(NC3=NCCS3)cccc2c1	-12	-9	-6	-2	11	x	x	x
CCN[C@@H](C)Cc1cccc(C(F)(F)F)c1	-5	-7	11	1	-1	x	-9	-6
C[C@]12CC[C@H](O)CC1=CCC1C2CC[C@@]2(C)C1C[C@@H](O)[C@@H]2O (some centres not stated)	4	0	-8	0	-3	-0.4	-1	0
COc1ccc2nc(NC3=NCCN3)sc2c1	-4	-8	0	5	4	x	-17	1
CCCCSP1(=S)NCCCO1 (configuration not stated)	2	4	7	0	3	x	x	x
O=c1[nH]c(=O)n(CCC2=CCCCC2)c(O)c1C=Nc1cccc(F)c1	0	2	-4	0	-2	x	x	x
Cc1ccccc1-n1c(O)c(/C=N/c2nccs2)c(=O)[nH]c1=O	3&-7	7&-1	-9&-11	2&1	2&-4	-0.1	-136&-136	0&1
C[C@@H]1CN([C@@H](C)CO)C(=O)CCCn2cc(nn2)CO[C@H]1CN(C)C(=O)Oc1cccc2ccccc12	0&5	-3&-12	1&3	3&-6	-7	0.0&-0.3	-11&12	-5&1
O=c1[nH]c(=O)n(-c2ccccc2)c(O)c1N=Nc1ccc(Br)cc1	-160	0	-4	-1	-4	9.2	-48	0

Screening results as filed in PubChem BioAssay.
